PLC-gamma1 inh = PLC-gamma1 enzyme inhibitors, primary screen, biochemical, fluorescence, purified enzyme | 1-phosphatidylinositol 4,5-bisphosphate phosphodiesterase gamma-1 (Homo sapiens), P19174 | fluorogenic substrate | inhibition, % at 12.2 µM | actives 0.84% (n = 370,000); in the data active = inhibition above about 9.5%
NR1D1 modulator = modulators of Rev-erb alpha DNA binding, primary screen, biochemical, FITC-DNA, fluorescence polarization, uHTS | Nuclear receptor subfamily 1 group D member 1 (Homo sapiens), P20393 | actives 0.79% (n = 370,000) | AID 1259318, 2017 | Rev-erbα–FITC-DNA binding, 90 min | activity, % at 10 µM;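 active = activity above about 14%, limit read from the data; passing the limit was not always enough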;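 note: 0% = DMSO wells with 35 nM protein and 100% = DMSO wells with 750 nM protein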
KLK7 zymogen act = proKLK7 zymogen activators, primary screen, biochemical, fluorescence intensity. activation, % at 7 µM. AID 652039, 2013. purified proKLK7, EDANS-DABCYL substrate fluorescence; 100% is mature enzyme control, 0% vehicle. actives 0.9% (n = 370,000). Kallikrein-7 (Homo sapiens), P49862;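 active = activation above the mean of all tested compounds plus 3 SD, computed per campaign excluding outliers beyond control limits, cut at about 13% in these data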
ARFGAP1 inhibitor = inhibitors of rat ARFGAP1 GAP activity, primary screen, biochemical, fluorescence polarization, GDP tracer. Arfgap1-stimulated ARF1 GTP hydrolysis, GDP FP detection. inhibition, % at 16.5 µM. actives 0.26% (n = 360,000);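 active = inhibition above a per-plate limit, mean inhibition of low control wells plus 3 SD, cut at about 25% in these data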;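 note: 0% = DMSO wells with enzyme and 100% = wells lacking Arfgap1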
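system = rat Arfgap1 catalytic domain, aa 1-136 | technique = FP, GDP Alexa 633 tracer displaced from anti-GDP antibody, 620/688 nm | compound = one concentration, 16.5 µM, DMSO 1.26% | medium = HEPES-based buffer, pH 7.5 | timing = compound-enzyme preincubation 20 min, reaction 120 min, detection 60 min, 25 °C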
PLCb3 inh = human PLC-beta3 inhibitors, primary screen, biochemical, fluorescence; 1-phosphatidylinositol 4,5-bisphosphate phosphodiesterase beta-3 (Homo sapiens), Q01970; Purified PLC-beta3, fluorogenic substrate; inhibition, % at 12.2 µM; actives 0.18% (n = 370,000); AID 720704, 2013; in the data active = inhibition above about 11%;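 note: 0% = median of compound wells on plate and 100% = full blocker control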
Tn6 DDE FP = inhibitors of Tn6 peptide binding to fibrin DD(E), primary screen, biochemical, fluorescence polarization, human fibrin, Tn6 probe. Fibrinogen beta chain (Homo sapiens), P02675. Fibrin DD(E) TRITC-Tn6 fluorescence polarization displacement. inhibition, % at 8.3 µM. actives 0.21% (n = 370,000). AID 720509, 2013;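 active = inhibition above a per-campaign cutoff: mean of compounds within control limits plus 3 SD, cut at about 15% in these data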;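 note: 0% = median of all compound wells on the plate and 100% = blocking peptide control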
Target sequence (P02675 whole entry, looked up): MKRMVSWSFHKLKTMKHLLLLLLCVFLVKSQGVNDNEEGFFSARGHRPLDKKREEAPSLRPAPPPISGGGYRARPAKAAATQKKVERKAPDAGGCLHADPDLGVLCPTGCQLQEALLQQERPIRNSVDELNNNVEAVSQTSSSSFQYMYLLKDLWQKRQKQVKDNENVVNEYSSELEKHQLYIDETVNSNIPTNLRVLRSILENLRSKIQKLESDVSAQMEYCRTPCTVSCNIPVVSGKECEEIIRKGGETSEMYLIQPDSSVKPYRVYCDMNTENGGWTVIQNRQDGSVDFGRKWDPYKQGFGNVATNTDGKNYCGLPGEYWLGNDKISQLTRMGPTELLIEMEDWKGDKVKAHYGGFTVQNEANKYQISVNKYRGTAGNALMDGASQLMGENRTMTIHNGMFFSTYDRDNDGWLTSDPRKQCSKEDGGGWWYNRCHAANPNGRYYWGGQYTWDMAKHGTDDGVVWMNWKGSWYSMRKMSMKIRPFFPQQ
sPLA2-III inh = human group III sPLA2 inhibitors, primary screen, biochemical, QFRET, BODIPY PC-A2 liposome substrate | QFRET BODIPY PC-A2 liposome hydrolysis, fluorescence | actives 0.56% (n = 370,000) | AID 743126, 2013 | inhibition, % at 12.2 µM;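 active = inhibition above mean plus 3 SD of compounds lying within the high and low control bounds, cut at about 19% in these data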;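 note: 0% = median of test compound wells and 100% = no enzyme DMSO wells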
Target sequence (Q9NZ20 whole entry, looked up): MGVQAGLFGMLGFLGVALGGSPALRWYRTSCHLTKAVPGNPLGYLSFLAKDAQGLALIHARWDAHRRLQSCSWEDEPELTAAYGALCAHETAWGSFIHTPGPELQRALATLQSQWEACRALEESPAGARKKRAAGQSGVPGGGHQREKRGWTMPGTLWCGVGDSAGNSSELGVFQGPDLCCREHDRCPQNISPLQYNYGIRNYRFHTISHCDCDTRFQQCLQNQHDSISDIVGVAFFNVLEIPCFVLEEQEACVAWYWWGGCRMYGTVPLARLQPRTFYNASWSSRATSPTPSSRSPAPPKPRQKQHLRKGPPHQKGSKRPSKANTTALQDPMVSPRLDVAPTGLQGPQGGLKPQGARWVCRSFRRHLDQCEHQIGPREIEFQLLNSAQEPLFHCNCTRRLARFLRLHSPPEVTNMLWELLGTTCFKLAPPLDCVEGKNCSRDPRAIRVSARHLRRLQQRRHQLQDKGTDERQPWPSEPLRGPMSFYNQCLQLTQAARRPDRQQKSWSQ
ASAP1 GAP inh = inhibitors of human ASAP1 ArfGAP activity, primary screen, biochemical, fluorescence polarization. ASAP1-stimulated ARF1 GTP hydrolysis, GDP FP detection. actives 0.19% (n = 360,000). inhibition, % at 16.5 µM; in the data active = inhibition above about 25%;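 note: 0% = vehicle with enzyme and substrate and 100% = no enzyme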
Tn7 DDE FP = inhibitors of Tn7 peptide binding to fibrin DD(E), primary screen, biochemical, fluorescence polarization, human fibrin, Tn7 probe | inhibition, % at 8.3 µM | Fibrinogen beta chain (Homo sapiens), P02675 | AID 720508, 2013 | FP displacement of FITC-Tn7 peptide from fibrin DD(E); 0% = median of compound wells per plate | actives 0.13% (n = 370,000);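 active = inhibition above the mean of compounds falling within the control limits plus 3 SD of them, cut at about 14% in these data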;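 note: 0% = plate median of compound wells and 100% = 10 µM Aha-Tn7 peptide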
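Assay system: Fibrin-DD(E) protein isolated from polymerized human fibrin clots; read-out basis: percent inhibition; medium: Tris/NaCl/CaCl2 buffer, pH 7.8; signal: FP measurement; incubation: 10 min plus 3 h, room temperature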
UHRF1 MBD2 ctr = UHRF1 methylated DNA binding inhibitors, primary screen, counter-screen for MBD2 inhibitor project, biochemical, TR-FRET, human UHRF1, single concentration | UHRF1 binding to methylated oligo | inhibition, % at 4.4 µM | actives 0.75% (n = 370,000); in the data active = inhibition above about 21%;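 note: UHRF1 SRA domain binding a hemimethylated CpG hairpin DNA probe; 0% = median of test compound wells and 100% = reference inhibitor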
* = called active by the depositor; / = not tested or not shown.

SMILES	PLC-gamma1 inh	NR1D1 modulator	KLK7 zymogen act	ARFGAP1 inhibitor	PLCb3 inh	Tn6 DDE FP	sPLA2-III inh	ASAP1 GAP inh	Tn7 DDE FP	UHRF1 MBD2 ctr
COc1ccc(OC(C)C(=O)NC2CC(C)(C)NC(C)(C)C2)cc1 (stereo unspecified)	5	5	-0.2	-1	1	0	8	0	1	5
Nc1nc(=S)c2ncn(C3OC(CO)C(O)C3O)c2[nH]1 (stereo unspecified)	-1	-22	0.0	12	-7	2	4	-3	-5	7
COC(=O)[C@@]1(Cc2ccc(F)cc2)[C@H]2c3cc(C(=O)N(C)C)n(CCc4c[nH]c5ccc(O)cc45)c3C[C@H]2CN1C(=O)c1ccccc1	-8	-4	0.6	5	-12	-12	-28	3	-2	-3
COC(=O)c1ccc(CSc2nnc(NCc3ccccc3)s2)o1	6	-2	-0.2	6	-4	-7	6	-9	2	13
CCc1ccc(NC(=O)CN(N=Nc2nonc2C)c2nonc2C)cc1	0	-5	-0.1	-4	2	4	0	14	-1	-1
COC(=O)c1[nH]c2ccc(Cl)cc2c1NC(=O)CN1CCc2cc(OC)c(OC)cc2C1	-7	0	0.7	8	-7	-8	-31	-5	3	-3
O=C(Nc1ccccc1N1CCCCC1)c1ccc([N+](=O)[O-])o1	-2	7	0.2	9	-2	7	7	-10	5	1
CCn1c(SCC(=O)NC(C)(C)C)nnc1-c1ccccn1	3	-1	0.3	-4	1	-10	1	-4	-2	-2
C=CCn1c(SCC(=O)N2CC(=O)Nc3ccccc32)nc2scc(-c3ccccc3)c2c1=O	4	2	-1.6	-8	-1	-5	-9	10	-8	-2
CCCCn1c(=O)c(CCC(=O)OCC(=O)NC(C)c2ccccc2)nc2ccccc21 (stereo unspecified)	-13	-1	0.1	1	-17	3	-7	-8	8	0
Cc1ccc(NC2=NC(c3ccccc3)n3c(nc(C)cc3=O)N2)cc1 (stereo unspecified)	-20	2	0.5	-1	-5	-2	-6	-8	-7	1
CCOC(=O)C1CCN(C(=O)COc2ccc(S(=O)(=O)NC(C)C)cc2)CC1	2	3	0.3	11	6	-1	-2	8	-12	2
Cn1c(SCc2ccccc2)nnc1-c1ccc(O)cc1	1	-2	0.2	-1	3	5	-5	-10	0	3
CCC(C)c1ccccc1NC(=O)CN(C)CC(=O)Nc1ccccc1SC (stereo unspecified)	-1	1	0.0	5	-6	-4	-5	6	1	-1
CCc1ccc(NC(=O)C2=CC(c3cccs3)=NS(=O)(=O)N2C)cc1	16*	4	-0.1	9	4	-4	14	-4	-9	1
Cc1cc(C)cc(NC(=O)NC(C)C2CCCO2)c1 (stereo unspecified)	0	3	-0.6	-8	0	-5	0	-11	2	0
COC(=O)[C@]12C[C@H](CC(=O)NCCC(C)C)C(=O)N(CCC3=CCCCC3)C1=C[C@H](C(C)C)O[C@@H]2C1CC1	-1	0	-0.5	/	-3	-5	-2	/	-3	1
CC(NCC(=O)Nc1ccccc1C(=O)NC1CC1)c1ccc(Cl)cc1 (stereo unspecified)	0	-1	0.1	17	-7	-2	-2	-4	-3	-2
COc1nc(/C=C/N(C)C)c([N+](=O)[O-])c(OC)n1	1	3	0.1	-1	-10	3	-7	2	6	1
CC(=O)N(C)c1ccc(NC(=O)Nc2ccc(Cl)cc2)cc1	5	9	0.5	3	-6	0	-12	-13	3	17
O=C(COC(=O)c1cccc(Br)c1)Nc1cccc(S(=O)(=O)N2CCCCC2)c1	-1	-3	0.9	15	-1	-5	-31	2	-1	1
C[C@@H]1CN([C@H](C)CO)C(=O)CCCn2nncc2CO[C@@H]1CN(C)S(=O)(=O)c1ccc2c(c1)OCCCO2	-1	-8	-0.1	-6	0	4	3	-4	5	1
COc1cccc(C(=O)NCc2cn3ccsc3n2)c1	0	2	0.3	10	-2	2	12	-7	7	5
CCCOc1ccc(CCC(=O)O)cc1	-2	0	0.3	1	2	-7	-1	4	-3	-1
O=C(N/N=C/c1ccc(OCc2ccccc2)cc1)c1ccc(O)cc1	7	1	0.7	-2	-1	-4	-20	2	2	-3

One compound at a time, from the list above:
Listed for CCC(C)c1ccccc1NC(=O)CN(C)CC(=O)Nc1ccccc1SC (stereo unspecified) : PLC-gamma1 inh = -1; NR1D1 modulator = 1; KLK7 zymogen act = 0.0; ARFGAP1 inhibitor = 5; PLCb3 inh = -6; Tn6 DDE FP = -4; sPLA2-III inh = -5; ASAP1 GAP inh = 6; Tn7 DDE FP = 1; UHRF1 MBD2 ctr = -1
Listed for COc1cccc(C(=O)NCc2cn3ccsc3n2)c1 : PLC-gamma1 inh = 0; NR1D1 modulator = 2; KLK7 zymogen act = 0.3; ARFGAP1 inhibitor = 10; PLCb3 inh = -2; Tn6 DDE FP = 2; sPLA2-III inh = 12; ASAP1 GAP inh = -7; Tn7 DDE FP = 7; UHRF1 MBD2 ctr = 5

As entered above.
Under UHRF1 MBD2 ctr, CCOC(=O)C1CCN(C(=O)COc2ccc(S(=O)(=O)NC(C)C)cc2)CC1 is listed with 2
Under Tn7 DDE FP, CCCCn1c(=O)c(CCC(=O)OCC(=O)NC(C)c2ccccc2)nc2ccccc21 (stereo unspecified) is listed with 8
Under KLK7 zymogen act, COC(=O)c1[nH]c2ccc(Cl)cc2c1NC(=O)CN1CCc2cc(OC)c(OC)cc2C1 is listed with 0.7
Under Tn6 DDE FP, C[C@@H]1CN([C@H](C)CO)C(=O)CCCn2nncc2CO[C@@H]1CN(C)S(=O)(=O)c1ccc2c(c1)OCCCO2 is listed with 4

Part of the list above, with values under each structure.
Below each SMILES – PLC-gamma1 inh | NR1D1 modulator | KLK7 zymogen act | ARFGAP1 inhibitor | PLCb3 inh | Tn6 DDE FP | sPLA2-III inh | ASAP1 GAP inh | Tn7 DDE FP | UHRF1 MBD2 ctr
CCC(C)c1ccccc1NC(=O)CN(C)CC(=O)Nc1ccccc1SC (stereo unspecified)
→ -1 | 1 | 0.0 | 5 | -6 | -4 | -5 | 6 | 1 | -1
CCc1ccc(NC(=O)C2=CC(c3cccs3)=NS(=O)(=O)N2C)cc1
→ 16* | 4 | -0.1 | 9 | 4 | -4 | 14 | -4 | -9 | 1

Carrying on:
SMILES	PLC-gamma1 inh	NR1D1 modulator	KLK7 zymogen act	ARFGAP1 inhibitor	PLCb3 inh	Tn6 DDE FP	sPLA2-III inh	ASAP1 GAP inh	Tn7 DDE FP	UHRF1 MBD2 ctr
CSc1nc(C)nc(C2CC2)c1C#N	3	7	0.1	-1	0	3	-2	-11	4	-3
OCC[C@@H]1C[C@H](O)[C@@H](O)[C@]2(Cc3ccccc3CCO2)O1	-4	-6	0.5	7	-2	-4	7	10	-4	0
COC(=O)c1sc(C(C)(C)C)cc1CSc1ccccc1	3	3	0.6	-3	-4	-9	21*	2	-6	9
Cc1cccc(N2C(=O)CC(Sc3ncn[nH]3)C2=O)c1 (stereo unspecified)	-3	-4	0.2	2	-3	4	-9	1	2	-2
COCCC(=O)N1CCC(Oc2ccc(C(=O)N3CCCC(COC)C3)cc2)CC1 (stereo unspecified)	2	4	-0.5	11	-4	-6	9	0	-10	3
COc1ccc(S(=O)(=O)N2CCCCCC2)cc1NS(=O)(=O)c1cc(C(=O)O)cc(C)c1C	6	4	-0.3	-6	-18	-5	3	5	1	8
CCCCC(=O)Nc1cccn2ncnc12	6	2	0.2	8	1	-6	12	-1	1	4
Cc1ccccc1OCc1nnc(SCC(=O)N2c3ccccc3Sc3ccc(Cl)cc32)o1	2	4	1.0	-3	3	-1	-5	6	-3	-1
O=S(=O)(Nc1ccc(NS(=O)(=O)c2ccccc2)c2ccccc12)c1ccccc1	-3	-1	-0.1	1	3	9	-35	12	-5	1
Cc1cccc(OCc2nc(C#N)c(NCCN(C)C)o2)c1	-2	-1	0.3	-4	1	1	-4	18	-8	1
FC(F)(F)c1ccccc1Cc1c(-c2ccco2)nc2ccc(Br)cn12	-5	-8	-0.4	-4	-14	6	3	3	-2	18
O=C(Nc1ncc2c(n1)-c1ccccc1CC2)c1ccccc1	6	-3	-0.1	5	-1	-6	-1	1	3	4
CC1(C)CC(=O)C(CC2C(=O)CC(C)(C)CC2=O)C(=O)C1	3	6	0.5	1	-7	-5	7	-11	5	-1
C=CC[N+](C)(C)c1ccc(CCC(=O)CCc2ccc([N+](C)(C)CC=C)cc2)cc1	-1	-1	-0.1	1	2	-1	-2	-3	-4	-1
CC(=O)Nc1nc(SCC(=O)Nc2nnc(C)s2)[nH]c(=O)c1NC(=O)c1cccs1	0	10	0.3	1	1	10	1	3	-4	-2
NC(=O)C1CCN(c2oc(/C=C/c3ccccc3)nc2S(=O)(=O)c2ccccc2)CC1	1	-4	-0.7	6	-5	-4	2	7	-1	0
COc1ccc(-c2csc(NC(=O)c3ccccc3C(=O)O)n2)cc1	0	1	-0.5	4	-3	-2	-5	-3	-6	-5
Cc1ccc(S(=O)(=O)/N=C2\C=C(NS(=O)(=O)c3ccc(C)cc3)C(=O)c3ccccc32)cc1	6	-2	-0.6	3	3	-5	-4	-9	-2	-8
Clc1cccc(N2CCN(Cc3nnc(-c4ccccc4)o3)CC2)c1	-2	0	0.5	-3	-1	-6	-9	5	2	0
COc1cccc(NC(=O)CN(C)C(=O)c2ccc(NC(=O)CC3SC(N4CCCC4)=NC3=O)cc2)c1 (stereo unspecified)	0	-2	0.5	-1	-1	2	2	-7	1	1
O=C1N=C(N2CCCCC2)S/C1=C\c1cn[nH]c1-c1ccccc1	-3	1	-0.7	5	0	11	14	-15	2	2

Compound activity: PubChem, several laboratories

Outcome played no part in choosing rows; overall some 4.5% were active at least once.
